Source: PubChem BioAssay (several laboratories)
aSyn UTR inh – MLPCN primary screen, SNCA 5' untranslated region | alpha-synuclein 5'UTR reporter, inhibitor activity | AID 1813, 2009 | inhibition, % (tested at 7.5 µM) | 0.82% of 300,000 active; in the data active means inhibition above about 60%; inconclusive means no clear call, values can overlap the other calls;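 further: H4 neuroglioblastoma cells stably carrying SNCA 5'UTR luciferase fusion; 0% = DMSO wells and 100% = positive control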
GSK3 alpha inh – blockers of GSK3A enzyme activity – biochemical, luminescence, cell-free homogeneous, HTS, primary screen; inhibition, % at 10 µM; Glycogen synthase kinase-3 alpha (Homo sapiens), P49840; 0.1% of 320,000 active; GSK-3 alpha kinase, ADP-Glo luminescence, 60 min;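 in the data active means inhibition above about 50%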;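 further: GST-tagged GSK-3 alpha with peptide substrate and 25 µM ATP; 0% = DMSO neutral wells and 100% = GW8510 positive control wells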
Target sequence (P49840 whole entry, looked up): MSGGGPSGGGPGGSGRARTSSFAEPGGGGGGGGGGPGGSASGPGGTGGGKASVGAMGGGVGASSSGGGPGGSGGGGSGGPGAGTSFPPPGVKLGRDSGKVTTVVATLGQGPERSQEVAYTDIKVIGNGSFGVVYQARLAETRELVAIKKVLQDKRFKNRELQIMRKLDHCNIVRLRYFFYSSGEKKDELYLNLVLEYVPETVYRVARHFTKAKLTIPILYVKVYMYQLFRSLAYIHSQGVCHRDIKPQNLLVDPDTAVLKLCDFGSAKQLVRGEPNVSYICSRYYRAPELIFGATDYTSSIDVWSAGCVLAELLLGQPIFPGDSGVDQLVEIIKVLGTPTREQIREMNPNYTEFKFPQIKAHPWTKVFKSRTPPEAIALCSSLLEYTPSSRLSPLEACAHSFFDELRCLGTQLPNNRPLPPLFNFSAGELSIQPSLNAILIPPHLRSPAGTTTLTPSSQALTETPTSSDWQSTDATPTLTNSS
PolyA inh – polyadenylation inhibitors in yeast reporter cells, primary screen, luminescence, S. cerevisiae; S. cerevisiae SKY197-pL101 polyadenylation reporter, beta-gal luminescence; efflux-impaired pdr1/pdr3 knockout yeast; score 100 = 6 SD above DMSO; calls only at 12 µM; 0.02% of 300,000 active; AID 1875, 2009;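 active means lowest replicate activity score at least 50, where 100 means six control SD above control mean; inconclusive means lowest score under 50 but half or more replicates reach 50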;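 further: yeast exposed to compound for 9 h at 30 °C; higher score means more reporter readthrough which indicates perturbed polyadenylation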
HSF1 inh – HSF1 inhibitors in luciferase reporter cells, primary screen, cell-based, NIH3T3, luminescence; NIH3T3-HGL HSE-luciferase, MG132-induced, luminescence 8 h; hits give low values; activity change, negative = inhibition, % at 7.5 µM (by protocol); 0.77% of 300,000 active;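 active means more than half of replicate wells show activity change below -50%, luminescence cut by over half; inconclusive means some wells, but at most half, below -50%; inactive means no replicate well below -50%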;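 further: luciferase reports HSF-1 transcriptional activity via heat shock element; 0% = median of DMSO wells and -100% = zero luminescence signal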
HSF-1 act – HSF-1 activators, primary screen, NIH3T3-HGL cells, MG132 stress, luminescence, single point; NIH3T3-HGL HSF-1 luciferase reporter, 8 h; 100% = twice DMSO control signal; activation, % at 9 µM; 1.7% of 300,000 active; AID 504408, 2011;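 active means mean replicate activation of at least 50% with a set share of replicates each reaching 50%; inconclusive means only one of those two conditions met; inactive means mean below 50% and too few replicates reaching it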;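 further: 0% = median of the neutral control wells and 100% = twice that signal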
AI-2 QS modul – Vibrio harveyi AI-2 quorum sensing modulators, primary screen, JMH597 strain, luminescence/OD600 ratio. Vibrio harveyi JMH597 AI-2 luminescence/OD600 ratio, 9 h; hits give low values; strain lacks LuxN and CqsS sensors; 0 = neutral-control median. activity change, % at 7.5 µM. AID 2094, 2009. 0.4% of 300,000 active; in the data active means activity change below about -75%, passing the limit was not always enough; inconclusive means no clear call, values can overlap the other calls;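 further: luminescence divided by OD600 gain over 9 h not by final OD600 alone; inactives centre near 13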
IEC-6 tox – cytotoxicity in IEC-6 intestinal epithelial cells, primary screen, cytotoxicity control for KLF5 inhibitor project, cell-based, luminescence. IEC-6 cytotoxicity, luminescence viability. inhibition, % at 5 µM. 0.78% of 290,000 active; in the data active means inhibition above about 22%;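 further: 0% = plate median of test compound wells and 100% = cytotoxic reference compound wells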
HSP90 inh – HSP90 inhibitors, primary screen, cell lysate, luminescence; Rabbit reticulocyte lysate, luciferase refolding luminescence, 3 h; inhibition, % at 5.6 µM; 0.91% of 290,000 active; AID 1789, 2009;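 active means inhibition above the screen-wide mean plus 3 SD, computed separately per campaign, cut at about 16% in these data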;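 further: 0% = DMSO wells and 100% = 60 µM geldanamycin wells; inhibitors lower the luminescence because luciferase stays unfolded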
KLF5 inh – KLF5 expression inhibitors, primary screen, DLD-1 cells, luminescence; DLD-1 KLF5 promoter-luciferase reporter; inhibition, % at 5 µM; 0.23% of 290,000 active;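 active means inhibition above a per-plate limit of that plate's mean compound inhibition plus 3 SD, cut at about 60% in these data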;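 further: 0% = DMSO wells and 100% = LY294002 at 200 µM; higher means less KLF5 promoter-driven luciferase light; inactives centre near -14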
GSK3beta inhib – human GSK3beta kinase inhibitors, primary screen, biochemical, cell-free homogeneous, HTS; GST-GSK3beta kinase, ADP-Glo luminescence, 60 min; hits give low values; Glycogen synthase kinase-3 beta (Homo sapiens), P49841; 0.038% of 300,000 active; AID 2097, 2009; activity score (negative = inhibition), % at 10 µM;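 active means more than half of replicate wells score below -50%, meaning over 50% inhibition versus plate controls; inconclusive means some replicates but at most half score below -50%; inactive means no replicate scores below -50%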;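 further: 0% = median DMSO wells and -100% = median GW8510 positive control wells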
Target sequence (P49841 whole entry, looked up): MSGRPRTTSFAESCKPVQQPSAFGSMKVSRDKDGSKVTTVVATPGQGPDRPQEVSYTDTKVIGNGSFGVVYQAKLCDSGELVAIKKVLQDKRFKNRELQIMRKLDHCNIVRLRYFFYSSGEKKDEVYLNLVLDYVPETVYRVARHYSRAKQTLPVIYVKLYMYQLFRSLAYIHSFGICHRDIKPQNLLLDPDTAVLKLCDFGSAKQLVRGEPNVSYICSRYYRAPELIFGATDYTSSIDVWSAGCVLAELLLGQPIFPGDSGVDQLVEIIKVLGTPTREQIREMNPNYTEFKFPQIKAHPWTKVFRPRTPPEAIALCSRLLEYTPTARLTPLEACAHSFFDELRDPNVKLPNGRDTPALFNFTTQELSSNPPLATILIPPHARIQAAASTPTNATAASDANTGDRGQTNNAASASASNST
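Test system: GST-tagged human GSK3beta kinase, cell-free; evaluation: activity score scaled between in-plate DMSO and GW8510 controls; measured by: ADP-Glo luminescence; incubation: 60 min reaction, RT; benchmarks: DMSO and 20 µM GW8510; reagent: peptide substrate plus 25 µM ATP (final); medium: Tris/MgCl2 kinase buffer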
* = called active by the depositor; i = inactive; ? = inconclusive; · = not tested or not shown.

cpd	SMILES	aSyn UTR inh	GSK3 alpha inh	PolyA inh	HSF1 inh	HSF-1 act
1	CCC(CNc1cc(OC)cc2cccnc12)NC1CCCCC1 (stereo unspecified)	-17	-6	i	-76*	-80
2	O=S1(=O)Nc2c(ccc3cccnc23)-c2ccccc21	6	-6	i	142	158*
3	O=C(O)CCn1c(O)c(C=C2N=c3ccccc3=N2)sc1=S	-11	0	i	-52*	-56
4	COCCCNC(=O)c1ccccc1-c1cc(C)no1	-14	2	i	-4	3
5	CC(C)CNC(=O)c1cccc(NC(=O)Cc2ccc(Cl)cc2)c1	18	-1	i	1	-12
6	COC(=O)Cc1c(C)c2ccc(OC(=O)c3ccco3)cc2oc1=O	-7	-2	i	9	7
7	CSc1nc(N)nc(SCC(=O)OC(C)C)c1C#N	-82	4	i	6	18
8	O=C(c1ccc(Br)cc1)N(c1ccccn1)C1CCCCC1	-10	-1	i	-1	1
9	CC(=O)Nc1cc2cc(NS(=O)(=O)c3ccc(Cl)cc3)ccc2oc1=O	14	-1	i	1	-6
10	CC(C)Nc1ccc(C(CC(N)=O)NC(=O)Cc2ccc(Cl)cc2)cc1[N+](=O)[O-] (stereo unspecified)	-39	-8	i	2	7
11	Cc1ccccc1-c1noc(-c2ccccc2C(=O)O)n1	-39	-3	i	5	-4
12	Cc1ccccc1N1CCN(C2CCCN(C(=O)c3ocnc3C)C2)CC1 (stereo unspecified)	2	3	i	-6	-6

cpd	AI-2 QS modul	IEC-6 tox	HSP90 inh	KLF5 inh	GSK3beta inhib
1	19	2	29*	-15	5
2	?	67*	1	55	-2
3	1	-2	15	0	4
4	14	3	0	20	1
5	18	0	2	-14	-2
6	17	-3	0	2	5
7	13	4	-1	-2	0
8	-10	5	3	-8	-3
9	2	-2	-1	2	0
10	7	·	·	·	-5
11	17	-5	-5	-38	-1
12	16	3	-6	-21	3

Later entries
cpd	SMILES	aSyn UTR inh	GSK3 alpha inh	PolyA inh	HSF1 inh	HSF-1 act
13	O=C(CNC(=O)OCc1ccccc1)NC1CCCCCC1	-10	1	i	-1	8
14	Cc1ccnc(NC(=O)c2oc3ccccc3c2C)c1	-10	2	i	12	25
15	CCCCn1c(/C=N/Nc2nc3ccccc3[nH]2)nc2ccccc21	-433	1	i	1	-4
16	CCn1c(Cc2ccccc2)nnc1SCC(=O)Nc1ccc(OC)cc1	-21	0	i	-6	4
17	CCCOC(=O)c1c(NC(=O)C2CCCO2)sc(C(=O)OC)c1C (stereo unspecified)	25	·	i	-4	19
18	Cc1cc(=O)n2nc(N3CCC(C(=O)NCc4ccccc4)CC3)sc2n1	18	1	i	-1	4
19	Cc1ccc(S(=O)(=O)N(CC(=O)O)c2ccc(Cl)c(C(F)(F)F)c2)cc1	10	-3	i	7	9
20	Cc1ccsc1C(=O)Nc1ccc(C(=O)O)cc1	·	2	·	·	·
21	CC1=C(C#N)C(Nc2ccc(C)cn2)(C(F)(F)F)C(=O)N1 (stereo unspecified)	7	7	i	-5	8
22	Cc1ccc(NC(=S)NN(C)c2cc(C)nc(C)n2)cc1	8	1	i	-7	-12
23	O=C(Nc1ccccc1N1CCOCC1)c1cccc(F)c1	10	-3	i	-1	-11
24	COC(=O)c1ccc(OCCOc2ccc(C(=O)OC)cc2)cc1	-5	-2	i	-3	-14

cpd	AI-2 QS modul	IEC-6 tox	HSP90 inh	KLF5 inh	GSK3beta inhib
13	17	3	3	-6	-1
14	2	·	·	·	1
15	14	4	-2	-4	-1
16	6	-4	-1	-5	0
17	3	-5	-3	6	1
18	4	4	-1	-35	·
19	-2	0	3	-16	3
20	·	1	0	-24	·
21	18	-3	0	-7	1
22	-4	-1	-4	-12	-1
23	25	-4	-4	-15	1
24	7	-7	0	-24	-3

Part of the list above, bar-delimited.
nr | smiles | aSyn UTR inh | GSK3 alpha inh | PolyA inh | HSF1 inh | HSF-1 act | AI-2 QS modul | IEC-6 tox | HSP90 inh | KLF5 inh | GSK3beta inhib
18 | Cc1cc(=O)n2nc(N3CCC(C(=O)NCc4ccccc4)CC3)sc2n1 | 18 | 1 | i | -1 | 4 | 4 | 4 | -1 | -35 | ·
21 | CC1=C(C#N)C(Nc2ccc(C)cn2)(C(F)(F)F)C(=O)N1 (stereo unspecified) | 7 | 7 | i | -5 | 8 | 18 | -3 | 0 | -7 | 1
14 | Cc1ccnc(NC(=O)c2oc3ccccc3c2C)c1 | -10 | 2 | i | 12 | 25 | 2 | · | · | · | 1
15 | CCCCn1c(/C=N/Nc2nc3ccccc3[nH]2)nc2ccccc21 | -433 | 1 | i | 1 | -4 | 14 | 4 | -2 | -4 | -1
19 | Cc1ccc(S(=O)(=O)N(CC(=O)O)c2ccc(Cl)c(C(F)(F)F)c2)cc1 | 10 | -3 | i | 7 | 9 | -2 | 0 | 3 | -16 | 3

New compounds follow
cpd	SMILES	aSyn UTR inh	GSK3 alpha inh	PolyA inh	HSF1 inh	HSF-1 act
25	S=C(Nc1ccc(Br)cc1)N1CCn2cccc2C1c1cccnc1 (stereo unspecified)	-12	·	i	2	12
26	COC(=O)[C@H](Cc1c[nH]c2ccccc12)NC(=O)CCCc1c[nH]c2ccccc12	14	0	i	6	7
27	O=C(N/N=C/c1ccccn1)c1ccc(Cl)cc1	-55	3	i	16	24
28	NS(=O)(=O)c1ccc(CCNC(=O)CCC2COc3ccccc3O2)cc1 (stereo unspecified)	3	-2	i	-2	-10
29	CN(c1ccccc1)S(=O)(=O)c1ccc(Cl)c(C(=O)Nc2nc3ccccc3[nH]2)c1	23	-1	i	-4	-7
30	COc1cccc(/C=N/n2c(SC)nnc2-c2ccccc2)c1OC	6	2	i	2	14
31	CCC(NC(=O)c1cncc(Br)c1)c1ccccc1 (stereo unspecified)	15	-6	i	0	-4
32	O=C(CCc1nnc(CCC2CCCCC2)o1)NCc1ccon1	3	0	i	1	3
33	CCOC(=O)COc1ccc2c3c(c(=O)oc2c1C)CCC3	-17	0	i	-3	20
34	CCc1ccc(NC(=O)c2ccc(OC)c([N+](=O)[O-])c2)cc1	-30	5	i	5	5
35	Cc1ccc(-c2cc(-c3cccs3)[nH]n2)c(O)c1	-128	-3	i	25	27
36	COc1ccc(CCN2CN(S(=O)(=O)c3ccccc3)c3nc4ccccc4nc32)cc1OC	8	-1	i	0	11

cpd	AI-2 QS modul	IEC-6 tox	HSP90 inh	KLF5 inh	GSK3beta inhib
25	42	-4	-4	8	-1
26	7	0	-2	-2	1
27	53	16	8	-96	-8
28	22	1	2	-33	-3
29	21	0	0	-14	0
30	18	0	-3	-9	2
31	15	·	·	·	7
32	33	-1	1	-23	2
33	34	6	1	-34	0
34	10	5	-3	-37	-2
35	10	2	-9	-145	1
36	20	-7	0	4	3

Remaining list, next part:
cpd	SMILES	aSyn UTR inh	GSK3 alpha inh	PolyA inh	HSF1 inh	HSF-1 act
37	CCCCOc1ccc(C2OC34CCCCC3C(C#N)(C#N)C2(C#N)C(=N)O4)cc1 (stereo unspecified)	-9	2	i	-9	1
38	CCCN(CCC)S(=O)(=O)c1ccc(Cl)c([N+](=O)[O-])c1	30	1	i	-6	-3
39	CCCc1nc(SCC(=O)N2CCOCC2)c2c(C)c(C)sc2n1	21	0	i	-3	-6
40	Cc1ccc(C)[n+](CC(=O)c2ccc(-c3ccccc3)cc2)c1	-12	-1	i	8	-3
41	Cc1cc(N)n(-c2ccc(S(=O)(=O)N3CCCC3)cc2[N+](=O)[O-])n1	2	-4	i	4	23
42	Cc1cc(=O)oc2cc(Oc3ccc([N+](=O)[O-])cc3[N+](=O)[O-])ccc12	-47	0	i	8	6
43	CC1=NN(c2ccccc2)C(=O)C1N=Nc1ccccc1 (stereo unspecified)	-222	·	i	18	45
44	Cc1nnc(-c2cnn(C)c2N)n1Cc1ccccc1	4	-4	i	-2	12
45	O=C(CC1CCCCC1)NCc1ccccn1	-16	0	i	-90*	-92
46	CN(C)S(=O)(=O)c1ccc(C(=O)NCC(=O)N/N=C/c2ccccc2)cc1	-34	·	i	-11	9
47	CCOCCc1nn2c(=O)cc(CSCC(=O)Nc3cc(C)cc(C)c3)nc2s1	9	1	i	5	6
48	CCSc1nc2ccccc2c(=O)n1Cc1ccc(F)cc1	16	-4	i	-7	-10

cpd	AI-2 QS modul	IEC-6 tox	HSP90 inh	KLF5 inh	GSK3beta inhib
37	14	1	-1	-4	3
38	19	4	1	-17	-1
39	45	7	3	1	2
40	8	3	2	-20	-4
41	24	7	5	-9	1
42	28	8	1	-15	0
43	28	6	2	-7	7
44	2	1	-1	-47	-2
45	16	6	-1	-12	-4
46	38	0	-1	-13	0
47	38	-6	1	6	1
48	35	-5	0	-45	2

Continuation:
cpd	SMILES	aSyn UTR inh	GSK3 alpha inh	PolyA inh	HSF1 inh	HSF-1 act
49	CCC(C)c1ccc(S(=O)(=O)N2CC(=O)Nc3ccccc32)cc1 (stereo unspecified)	3	-1	i	-3	5
50	Cc1ccc(OCC(O)Cn2c(=N)n(Cc3ccccc3)c3ccccc32)cc1 (stereo unspecified)	6	5	i	-35	-48
51	CCn1c(=O)c([N+](=O)[O-])c(NCc2ccco2)c2ccccc21	3	2	i	2	10
52	Cn1c(C(=O)N2CCCC(Nc3ccc(F)cc3)C2)cc2ccccc21 (stereo unspecified)	-9	0	i	-3	-7
53	COc1ccc(OC)c(C(C)NC(=S)Nc2ccc(S(=O)(=O)Nc3ncccn3)cc2)c1 (stereo unspecified)	-6	0	i	-1	2
54	CCCCCC(=O)Nc1nnc(CCc2ccccc2)s1	-22	0	i	-2	-5
55	Cc1c(NC(=O)CCCOc2ccccc2)cccc1[N+](=O)[O-]	-7	0	i	0	-25
56	O=C(COc1ccc(Br)cc1Cl)NC(=O)NCc1ccccc1	-1	-1	i	27	67*
57	COc1ccccc1/C=N/NC1=NCCCCC1	-40	5	i	1	-14

cpd	AI-2 QS modul	IEC-6 tox	HSP90 inh	KLF5 inh	GSK3beta inhib
49	24	-1	3	-11	-1
50	24	9	2	-14	1
51	0	7	3	-7	0
52	0	4	-5	-21	3
53	21	0	-1	-25	2
54	-7	0	2	-7	0
55	7	7	0	-15	2
56	5	4	-1	6	1
57	17	3	6	-7	5

These rows are one share of the data; count on the stated rates, not on these rows.
